D2 agonist = HTS Assay for Allosteric Agonists of the Human D2 Dopamine Receptor: Primary Screen for Agonists; activation, % at 2 µM; HEK293 T-REx D2 cells, calcium flux agonist mode; D(2) dopamine receptor (Homo sapiens), P14416; AID 485358, 2010; 340,000 compounds, 0.53% hits;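 active = activation over 3 SD above normal in the single-dose calcium agonist read, cut at about 30% in these data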; note: 0% is about no effect
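Calcium-flux readout, 1 cycle/sec over 180 s following compound pin transfer, in inducible HEK293 Trex D2 cells (force-coupled); dopamine controls included. Positive calcium responses during this window marked compounds as potential agonists.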
TRHR ag = qHTS for Small Molecule Agonists and Allosteric Enhancers of Human TRH Receptor: Primary Screen for Agonists. activation, % at 2 µM. TRHR cells, calcium flux fluo-8, FDSS agonist mode. 360,000 compounds, 0.18% hits. Thyrotropin-releasing hormone receptor (Homo sapiens), P34981; in the data active = activation above about 30%; note: 0% is about no effect
Target sequence (P34981 whole entry, looked up): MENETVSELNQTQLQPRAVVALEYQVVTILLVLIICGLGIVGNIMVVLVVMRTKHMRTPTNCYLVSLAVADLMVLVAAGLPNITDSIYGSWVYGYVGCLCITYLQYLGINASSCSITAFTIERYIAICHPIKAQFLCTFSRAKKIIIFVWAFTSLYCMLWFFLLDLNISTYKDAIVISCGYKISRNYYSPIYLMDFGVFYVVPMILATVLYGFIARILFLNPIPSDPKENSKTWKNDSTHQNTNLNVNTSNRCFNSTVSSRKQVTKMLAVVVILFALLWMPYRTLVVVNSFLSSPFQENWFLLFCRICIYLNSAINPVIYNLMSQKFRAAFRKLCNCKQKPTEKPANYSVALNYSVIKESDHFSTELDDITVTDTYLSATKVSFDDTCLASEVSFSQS
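In this calcium-flux screen, cells bearing human TRHR are dye-loaded with fluo-8, baselined for 10 cycles, then exposed to library compounds; positive kinetic calcium responses during the agonist phase mark hits, with TRH as control.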
TRHR PAM = qHTS for Small Molecule Agonists and Allosteric Enhancers of Human TRH Receptor: Primary Screen for Enhancers. enhancement, % at 2 µM. 360,000 compounds, 0.66% hits. Thyrotropin-releasing hormone receptor (Homo sapiens), P34981. TRHR cells, fluo-8 calcium fluorescence, EC20 TRH enhancement; in the data active = enhancement above about 30%; note: 0% is about no effect
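Enhancer read-out: after compound pinning and an initial kinetic agonist-mode read, an EC20 of TRH (10 nM final) was injected and fluo-8 calcium signal (Ex 480/Em 530) followed at 1 s/cycle for 100 cycles in TRHR-expressing cells.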
Pin1 inh = qHTS Assay to Find Inhibitors of Pin1 | Peptidyl-prolyl cis-trans isomerase NIMA-interacting 1 (Homo sapiens), Q13526 | Pin1 FP peptide displacement, HiFluor488, 10 min | Potency, µM (doses to about 115 µM), for inactives: at the highest dose activity, negative = inhibition, usual class: inhibitors | 390,000 compounds, 0.009% hits | AID 504891, 2011; active = well fitted inhibition curve with a large enough effect in the polarisation, with a control signal flat, not every such curve was filed as active; inconclusive = small, poorly fitted or top-dose-only effect, or effect the other way, or a change in a side signal; inactive = no such curve, though single readings can be large or run the other way; the % refers to the polarisation; note: potency is the fitted concentration of half-maximal effect; % is set by controls: 0 for no effect and ±100 for the full control effect
Target sequence (Q13526 whole entry, looked up): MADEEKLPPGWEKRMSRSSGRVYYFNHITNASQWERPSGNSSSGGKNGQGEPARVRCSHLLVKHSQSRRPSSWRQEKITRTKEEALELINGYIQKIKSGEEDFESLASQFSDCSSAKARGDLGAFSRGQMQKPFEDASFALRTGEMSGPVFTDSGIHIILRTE
mIDH1 inhibitor = qHTS for Inhibitors of mutant isocitrate dehydrogenase 1 (IDH1): qHTS; AID 602179, 2012; 390,000 compounds, 0.093% hits; IDH1-R132H enzyme, NADPH consumption, diaphorase/resazurin fluorescence; Potency, µM (titrated, usually from 76.6 µM), without a hit: top-dose activity change, negative = inhibition, actives largely listed as inhibitors; Isocitrate dehydrogenase [NADP] cytoplasmic (Homo sapiens), O75874; note: potency is the fitted concentration of half-maximal effect; % is set by controls: 0 for no effect and ±100 for the full control effect; nearly all actives have a fitted effect of over 65% in size
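IDH1-R132H (0.5 ug/mL) preincubated 30 min with compound, then NADPH (0.016 mM) and alpha-KG (2 mM) added; 80 min at RT, pH 7.5. Remaining NADPH coupled via diaphorase/resazurin to fluorescence (540/590 nm); concentration-response curves normalized to no-enzyme control.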
rTrxR1 inhibitor = qHTS Assay for Inhibitors of Mammalian Selenoprotein Thioredoxin Reductase 1 (TrxR1): qHTS | Thioredoxin reductase 1, cytoplasmic (Rattus norvegicus), O89049 | recombinant rTrxR1, NADPH fluorescence consumption, selenite substrate | Potency, µM (titrated, usually from 114 µM), without a hit: top-dose activity change, negative = inhibition, actives largely listed as inhibitors | 390,000 compounds, 1% hits | AID 588453, 2011; note: potency is the fitted concentration of half-maximal effect; % is set by controls: 0 for no effect and ±100 for the full control effect; nearly all actives have a fitted effect of over 65% in size
Target sequence (O89049 whole entry, looked up): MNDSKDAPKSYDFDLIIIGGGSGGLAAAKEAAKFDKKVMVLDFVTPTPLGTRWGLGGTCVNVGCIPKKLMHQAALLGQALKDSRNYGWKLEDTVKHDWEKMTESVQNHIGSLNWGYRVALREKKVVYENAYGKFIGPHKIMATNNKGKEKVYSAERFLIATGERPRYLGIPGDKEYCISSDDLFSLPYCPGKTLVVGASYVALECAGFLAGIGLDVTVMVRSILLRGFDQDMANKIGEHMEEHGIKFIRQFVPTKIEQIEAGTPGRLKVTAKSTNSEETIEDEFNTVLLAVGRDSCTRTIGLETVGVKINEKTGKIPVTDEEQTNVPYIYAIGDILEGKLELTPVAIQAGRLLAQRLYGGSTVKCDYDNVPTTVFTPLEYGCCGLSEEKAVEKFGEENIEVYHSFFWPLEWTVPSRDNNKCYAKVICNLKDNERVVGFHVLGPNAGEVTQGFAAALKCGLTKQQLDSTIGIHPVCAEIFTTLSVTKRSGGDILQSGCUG
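Rat TrxR1 (90 nM in the dispensed reagent) was pre-reduced with 400 uM NADPH for 5 min at room temperature, then incubated with compound for 15 min. After 400 uM selenite was added, NADPH fluorescence (Ex 340/Em 450 nm) was followed for 8 min.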
USP1-UAF1 inh = Inhibitors of USP1/UAF1: Primary Screen. recombinant USP1/UAF1, Ub-Rhodamine cleavage fluorescence. Potency, µM (top dose mostly 57.1 µM), for the others: at the highest dose activity change, negative = inhibition, actives largely listed as inhibitors. 390,000 compounds, 0.23% hits; note: potency is the fitted concentration of half-maximal effect; % is set by controls: 0 for no effect and ±100 for the full control effect; nearly all actives have a fitted effect of over 60% in size; inactives centre near -12
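1 nM enzyme complex + cpd, 15 min RT; start with Ub-Rho 150nM final; kinetic fluorescence ex 480/em 540, 6 reads q60 s. Buffer 50mM HEPES pH 7.8, 0.5mM EDTA, 0.1 mg/ml BSA, 1mM TCEP, 0.01% Tween-20.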
D2 antagonist = HTS Assay for Allosteric Antagonists of the Human D2 Dopamine Receptor: Primary Screen for Antagonists; D(2) dopamine receptor (Homo sapiens), P14416; HEK293 TREx D2 cells, calcium flux, dopamine EC80; inhibition, % at 10 µM; 340,000 compounds, 2% hits; in the data active = inhibition above about 30%; note: 0% is about no effect
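Cells plated overnight at 30 C with tetracycline; no-wash calcium dye, 30–90 min RT; 10 s baseline; compound pinned; 180 s read; EC80 dopamine added; another 180 s read.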
TrxR1 substrate = qHTS Assay for Substrates of Mammalian Selenoprotein Thioredoxin Reductase 1 (TrxR1): qHTS; Thioredoxin reductase 1, cytoplasmic (Rattus norvegicus), O89049; purified TrxR1 substrate turnover, NADPH consumption readout; Potency, µM (top dose mostly 114 µM), inactives show top-dose activity change, negative = substrate turnover; 390,000 compounds, 0.01% hits; AID 588456, 2011; note: potency is the fitted concentration of half-maximal effect; % is set by controls: 0 for no effect and ±100 for the full control effect; nearly all actives have a fitted effect of over 50% in size
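Rat TrxR1, dispensed at 90 nM, was prereduced with 400 uM NADPH (final) for 5 min at ~22 deg C, then incubated with compound 15 min before 400 uM selenite. A first-read NADPH fluorescence drop versus no-compound background flagged substrates.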
* = called active by the depositor; ? = inconclusive; / = no result given; [ ] = remark or other dose. Unless noted, calls come from the whole dose curve; as a rule, active = well fitted inhibition curve with a large enough effect; inconclusive = small, poorly fitted or top-dose-only effect; inactive = no such curve, though single readings can be large or run the other way. An excerpt. The share of hits here may be higher or lower than overall.

SMILES | D2 agonist | TRHR ag | TRHR PAM | Pin1 inh | mIDH1 inhibitor | rTrxR1 inhibitor | USP1-UAF1 inh | D2 antagonist | TrxR1 substrate
O=C1c2ccccc2C(=O)c2c1cccc2N1CCOCC1 | -0.5 | 0.8 | -6 | 3% | 22% | -8% | -18% | -32 | -5%
CN(C(=O)c1ccncc1)C1CC(C)(C)N(O)C(C)(C)C1 | -1.5 | -1.5 | 0 | 1% | 3% | 6%[57.1 µM] | -7% | -14 | -7%
Cn1nnnc1SCC(=O)NC(C)(C)C | -0.4 | -0.1 | 1 | 5% | 7% | 5%[57.1 µM] | -22% | -3 | 6%[57.1 µM]
CCn1cc(CNC(=O)c2ccc3nc(Cc4ccccc4F)oc3c2)cn1 | 0.2 | -0.1 | -5 | 3% | 5% | 19% | -13% | 3 | -1%
S=C(Nc1ccccc1)Nc1cc(Cl)ccc1Oc1ccccc1 | -0.4 | -1.1 | -10 | -4% | 6% | -1% | -20% | -11 | 0%
Cc1[nH]c2ccccc2c1C(=O)COC(=O)c1cccc(S(=O)(=O)N2CCCCC2)c1 | -0.4 | 0.3 | 16 | 32%[activator] | 0% | -5% | -17% | 5 | -5%
COC(=O)C(N)Cc1ccc(O)cc1 (stereo unspecified) | / | 0.3 | 1 | 0% | 2% | -7% | -2% | / | 0%
CCCCCNC(=O)C1c2ccccc2Oc2ccccc21 | 0.3 | 0.2 | -10 | -1% | -5% | 38% | -17% | 10 | 5%
COc1cccc(-n2nnnc2SCC(=O)Nc2ccc3c(c2)OCCO3)c1 | 0.3 | -0.3 | 0 | 63%[activator] | 7% | 4% | -22% | -14 | 0%
CCC(C)[C@H](NC(=O)[C@H](Cc1ccccc1)n1c(=O)[nH]c2ccccc2c1=O)C(=O)NCC1CCC(C(=O)O)CC1 (stereo partly specified) | -0.4 | -0.1 | 9 | -8% | 0% | 9% | -10% | 28 | 9%
Cc1cc(C(=O)CSc2nnc(-c3ccccc3F)o2)c(C)n1Cc1cccs1 | -0.9 | -0.4 | 0 | 18% | 14% | -6% | -5% | 16 | -5%
O=C(NC(=S)Nc1ccc(F)cc1)C1CCCCC1 | -0.2 | -0.6 | -6 | -7% | -3% | -10% | -25% | 6 | 4%

The final three compounds of the part before lead into the next:
SMILES | D2 agonist | TRHR ag | TRHR PAM | Pin1 inh | mIDH1 inhibitor | rTrxR1 inhibitor | USP1-UAF1 inh | D2 antagonist | TrxR1 substrate
CCC(C)[C@H](NC(=O)[C@H](Cc1ccccc1)n1c(=O)[nH]c2ccccc2c1=O)C(=O)NCC1CCC(C(=O)O)CC1 (stereo partly specified) | -0.4 | -0.1 | 9 | -8% | 0% | 9% | -10% | 28 | 9%
Cc1cc(C(=O)CSc2nnc(-c3ccccc3F)o2)c(C)n1Cc1cccs1 | -0.9 | -0.4 | 0 | 18% | 14% | -6% | -5% | 16 | -5%
O=C(NC(=S)Nc1ccc(F)cc1)C1CCCCC1 | -0.2 | -0.6 | -6 | -7% | -3% | -10% | -25% | 6 | 4%
O=C(Cn1c(=O)oc2cc(S(=O)(=O)N3CCCCCC3)ccc21)NCc1ccccc1Cl | 1.5 | -0.1 | 0 | 13% | -16% | 10%[57.1 µM] | -29% | / | -10%[57.1 µM]
CCOc1ccc(C(=O)NCc2cccs2)cc1 | -0.3 | -0.2 | -1 | -4% | -2% | 7% | -8% | 3 | -4%
COc1ccccc1CCNC(=O)Cc1c(C)c2cc3c(C(C)(C)C)coc3c(C)c2oc1=O | -0.7 | -0.5 | -1 | 0% | -11% | 3% | -3% | / | -7%
C=CCC[C@@H](Cc1ccc(F)cc1)C(=O)OC[C@@H](Cc1ccccc1)NC(=O)[C@H](CC=C)CC(=O)NCCO | / | / | / | -2% | -3% | -3% | -14% | / | -9%
COc1ccc(/C=N/NC(=O)c2ccc(N(C)S(=O)(=O)c3ccccc3)cc2)c(OC)c1 | 1.5 | 0.1 | -1 | 3% | -4% | 9% | -3% | -5 | 4%
Cc1ccnc(NC(c2cccnc2)c2ccc3cccnc3c2O)c1 (stereo unspecified) | -1.9 | -2.3 | 1 | -7% | -2% | 3.5µM* | -22% | -7 | 5%
CCOCCCN1C(=O)CN(C2CCCCCC2)C(=O)C1c1ccc(OC)cc1 (stereo unspecified) | 1.2 | 0.1 | 3 | -4% | 2% | 39%[activator] | 2% | -18 | 14%
Cn1nc(OCCOc2ccccc2)ccc1=O | -0.6 | -0.2 | -1 | -6% | 6% | 3% | -10% | -11 | 2%
Cc1ccc(-c2nc3ccccc3n3c(-c4ccccc4)c4c(=O)n(C)c(=O)n(C)c4c23)cc1 | 2.8 | -0.4 | 5 | 0% | 20% | 24% | -10% | / | 5%
O=C(O)c1ccc([N+](=O)[O-])cc1-c1cc([N+](=O)[O-])ccc1C(=O)O | / | / | / | -3% | -1% | -8%[2.29 µM] | -3% | / | -6%[2.29 µM]
CC[C@H](CO)Nc1nc(Nc2cccc(Cl)c2)c2ncn(C(C)C)c2n1 | -0.5 | -1.3 | 4 | -17% | 4% | 16%[57.1 µM] | 10% | -9 | 8%[57.1 µM]
CN(C(=O)C1CCN(S(=O)(=O)c2cccs2)CC1)C1CCCCC1 | 0.3 | 0.0 | -3 | 1% | -1% | 3% | -14% | -21 | 8%
CCOc1ccsc1C(=O)NNC(=O)c1ccco1 | 0.7 | 0.0 | -2 | -9% | 7% | 1% | -12% | 0 | -8%
O=C(NCc1cccnc1)c1ccc(NS(=O)(=O)c2ccccc2)cc1 | 0.1 | 1.0 | 3 | 0% | 6% | -15% | -6% | -10 | -13%
CCOC(=O)c1[nH]c(C)c(C(=O)OCC(=O)N2c3ccccc3CC2C)c1C (stereo unspecified) | 0.3 | 0.1 | 0 | 1% | 14% | 15% | -17% | -15 | 8%
O=C(CNC(=O)c1cccs1)N/N=C/c1ccco1 | 0.3 | 0.6 | 2 | -1% | 7% | 1% | -14% | -17 | -3%
COc1ccc(-c2c3c(nc4sc(C(=O)Nc5ccccc5)c(N)c24)CCC3)cc1 | / | / | / | 9% | 4% | 38%[activator] | -4% | / | 36%[activator]
CCN(c1ccccc1)S(=O)(=O)c1ccc(OCC(=O)N2CCCC2)cc1 | -0.4 | 0.0 | -6 | 8% | 8% | 13% | -18% | -6 | 3%
Cc1cccc(OCCCSc2nc3ccccc3[nH]2)c1 | -0.8 | -0.4 | 16 | -7% | 1% | 17%[57.1 µM] | -5% | -5 | -2%[57.1 µM]
N#Cc1c2ccc(OCC(=O)NCc3ccco3)cc2n2ccccc12 | 2.4 | 13 | -5 | 13% | 0% | -3%[57.1 µM] | -19% | 14 | 2%[57.1 µM]
CCOC(=O)c1ccc(N/C(=N\S(=O)(=O)c2ccc(F)cc2F)c2ccccc2)cc1 | 0.6 | 0.1 | -2 | 1% | -6% | -7% | -8% | -2 | -17%
O=S1(=O)CCOC[C@H](Cc2ccccc2)N1Cc1cccc(F)c1 | / | / | / | ? | -13% | 29%[57.1 µM] | -23% | / | -10%
CCCn1c(SCC(=O)NC2CC2)nnc1-c1cccs1 | -0.2 | -0.8 | -1 | -6% | -4% | 19% | -16% | 2 | 0%
CCOC(=O)c1ccc(N2Cc3ccccc3C2=NC(=O)c2cccc([N+](=O)[O-])c2)cc1 | / | / | / | 3% | -6% | 19% | -20% | / | 8%
CC(Oc1ccc(Cl)cc1)C(=O)N/N=C/c1ccsc1 (stereo unspecified) | -0.7 | -0.6 | -2 | 5% | 9% | 2%[57.1 µM] | -18% | -8 | -23%[57.1 µM]
CCc1ccc(CNC(=O)c2ccc3c(c2)nc2n3CCOC2)cc1 | / | -0.4 | 2 | 1% | 17% | 2%[57.1 µM] | ? | / | -1%[57.1 µM]
CCn1c(C)nc2cc(C(=O)NNC(=S)Nc3ccccc3Cl)ccc21 | 0.0 | 0.5 | -4 | -5% | 4% | -10%[57.1 µM] | 2% | -1 | 1%[57.1 µM]
O=C(CCn1c2c(c3ccccc31)CCCC2)NNC(=O)c1ccccc1Cl | -0.1 | -1.7 | -2 | 5% | 11% | -9% | -21% | -6 | -3%
COc1ccc(-c2cn3nc(N4CCCC(C(=O)NCc5ccccc5Cl)C4)sc3n2)cc1 (stereo unspecified) | 0.1 | 0.3 | 7 | -5% | 3% | 6% | -27% | / | -3%
COc1ccc(CN2CCN(C(=O)c3ccc(F)cc3)CC2)c(OC)c1 | -2.0 | 0.7 | 3 | -4% | 5% | 2% | -22% | 20 | 0%
COc1ccc(-c2noc(CNC(=O)c3ccc4c(c3)OCO4)n2)cc1OC | -0.4 | -0.4 | -1 | 0% | 2% | 18% | -10% | 15 | 1%
Cc1ccc(Cl)cc1NC(=O)Cn1nc2c(cc1=O)CC(C)CC2 (stereo unspecified) | 0.7 | 0.3 | -1 | 5% | -6% | 26%[57.1 µM] | -4% | / | 0%[57.1 µM]

Source: PubChem (National Center for Advancing Translational Sciences (NCATS))
